Screening data (PubChem BioAssay)
CD40 NFkB inh: CD40 pathway inhibition in BL2 cells. BL2 NF-kB luciferase reporter, CD40L-induced, 4 h. inhibition, % at 10 µM. 83,000 compounds, 0.94% hits;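 active = mean inhibition of at least 50% with a set share of replicates also reaching that level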;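 note: 0% = neutral control wells and 100% = IKK inhibitor VII at 50 µM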
Numbers without * were called inactive; [ ] = dose if it differs, or a comment.

no.	CD40 NFkB inh	molecule
1	12	Cc1ccc(N(CC(=O)NCCc2ccccc2)S(=O)(=O)c2c(C)noc2C)cc1
2	7	CC1CC(C)CN(C(=O)COC(=O)c2nn(C)c(=O)c3ccccc23)C1 (stereo not drawn)
3	25[25 µM]	C/C=C/c1ccc([C@H]2[C@H](CO)N(c3nc(CC)cs3)[C@H]2CNC(C)C)cc1
4	-2	O=C(c1cnc2n(c1=O)CCS2)N1CCN(c2ccccc2F)CC1
5	-6	C[C@H](CO)N1C[C@H](C)[C@@H](CN(C)Cc2ccc(F)cc2)OCc2ccccc2-c2ccccc2C1=O
6	-4[25 µM]	C[C@H]1CN([C@@H](C)CO)C(=O)c2cc(NC(=O)C3CCCCC3)ccc2O[C@H]1CN(C)Cc1ccc2c(c1)OCO2
7	11	O=C(NCCS(=O)(=O)N1CCN(c2ccccc2)CC1)c1cccs1
8	-25[25 µM]	CN([NH2+][O-])c1cc(O)ccc1O
9	9	COc1ccccc1C(=O)N1CCN=C1SCc1cccnc1
10	-17[25 µM]	CCCN(C)C[C@H]1OCCCC[C@H](C)Oc2ccc(NC(=O)CCCN(C)C)cc2C(=O)N([C@H](C)CO)C[C@@H]1C
11	18	O=C(CN1C(=O)NC2(CCc3ccccc32)C1=O)NCCc1ccccc1 (stereo not drawn)
12	0	CN(CC(=O)Nc1ccccc1Cl)C(=O)COC(=O)c1cc([N+](=O)[O-])ccc1N1CCOCC1
13	-2[25 µM]	Nc1nc(NCCc2ccc(O)cc2)nc2nc(-c3ccco3)nn12
14	-16[25 µM]	COc1ccccc1-c1ccc([C@H]2[C@H]3CN(Cc4ccncc4)CCCCN3[C@H]2CO)cc1
15	12	O=c1c2c3c(sc2n(CCN2CCCCC2)c(=O)n1Cc1ccco1)CCCCC3
16	-1	O=C(COC(=O)CN1C(=O)c2ccccc2C1=O)Nc1ccccc1
17	18	N=C(N)SCc1ccc(Cl)c2ccccc12
18	5	CN1CCc2ccccc2C1C1CCNCC1 (stereo not drawn)
19	5	CCN(CC(=O)Nc1cccc(S(=O)(=O)N2CCOCC2)c1)Cc1ccccc1
20	110*	O=C1C=CC(=O)N1CCCCCCCCCCN1C(=O)C=CC1=O
21	-7[25 µM]	CO[C@@H]1CN(C)C(=O)c2cc(NC(=O)Nc3cc(F)ccc3F)ccc2OC[C@H](C)NC[C@H]1C
22	3	CCOc1ccc(S(=O)(=O)N2CCOCC2)cc1NC(=O)Cc1c(F)cccc1Cl
23	-19[25 µM]	COCC(=O)N1[C@H](C#N)[C@H](c2ccc(C3=CCCC3)cc2)[C@@H]1CO
24	11[25 µM]	CN1c2ccc(C#Cc3cccnc3)cc2[C@@H]2[C@@H](CCN2C(=O)CN2CCOCC2)[C@H]1CO
25	-2	O=C(CN1CCN(Cc2ccccc2)CC1)Nc1nc2ccccc2s1
26	-44	COc1ccc(C2=NN(C(=O)c3ccco3)C(c3cccs3)C2)cc1OC (stereo not drawn)
27	1	O=C(COC(=O)CN1C(=O)NC2(CCCC2)C1=O)Nc1ccc(C(F)(F)F)cc1[N+](=O)[O-]
28	-72	c1cncc(-c2nc3ccccc3s2)c1
29	2	O=C(NCc1ccccc1)c1ccc(S(=O)(=O)N2CCCC2)cc1
30	18	COC(=O)Cn1c(C)nc2ccccc21
31	9	OC(COCc1ccccc1)COCc1ccccc1
32	2	O=C(NC1CCCC1)c1cccc(S(=O)(=O)N2CCCC2)c1
33	-3	COc1ccc(OC)c(C(C)NC(C)=O)c1 (stereo not drawn)
34	-8	O=C(CCN1CCCCC1)N[C@H]1CC[C@@H](CCNS(=O)(=O)c2ccccc2)O[C@H]1CO
35	1[25 µM]	C[C@H](CO)N1C[C@H](C)[C@H](CN(C)C(=O)c2ccc(N3CCN(C)CC3)cc2)OCc2cn(nn2)CCCC1=O
36	1	COc1ccc(C2N(Cc3ccccc3)CC(=O)N2/N=C(\C)c2ccccc2)cc1 (stereo not drawn)
37	1	CCOc1ccc(-c2nnn(CC(=O)Nc3cc(OC)ccc3OC)n2)cc1OCC
38	-8	COc1cc2c(cc1OC)C1(CCCC1)CNC2c1cccc([N+](=O)[O-])c1 (stereo not drawn)
39	5	CC1(C2CC2)NC(=O)N(CC(=O)NCC(=O)Nc2ccc(F)c(F)c2F)C1=O (stereo not drawn)
40	8	Cc1nn(CC(=O)NCCCN2CCCCC2)c(=O)c2cccn12
41	3[25 µM]	O=C(C[C@@H]1C[C@H]2c3cc(NC(=O)c4cccnc4)ccc3O[C@H]2[C@H](CO)O1)NCCc1ccccc1
42	7	C[C@H](CO)N1C[C@H](C)[C@H](CN(C)C(=O)CCN(C)C)OCc2ccccc2-c2c(n(C)c3ccccc23)C1=O
43	20	N#CCCN(C(=O)CN1C(=O)NC2(CCCC2)C1=O)c1ccccc1F
44	2	COC(=O)c1ccccc1NC(=O)n1cc(C)cn1
45	0	CN(C)C(=O)c1ccc(-c2ccc([C@@H]3[C@@H](C#N)N(C(=O)C4CCCC4)[C@H]3CO)cc2)cc1
46	-30	c1ccc(NN=C2c3ccccc3-c3ccccc32)cc1
47	-1	COc1ccc(C(=O)c2coc3ccc(O)c(CN4CCCCC4)c23)cc1
48	-4	CCN(Cc1cnn(C)c1)Cc1nc(C(c2ccccc2)c2ccccc2)no1
49	-11	O=C(Cc1ccccc1)Nc1ccccc1C(=O)N1CCCCCC1
50	7	OCCC1CN(Cc2cccn2-c2ccccn2)CCN1C1CCCCC1 (stereo not drawn)
51	13	CC1CCCC(NC(=O)c2ccc3c(c2)N(Cc2ccccc2)C(=O)CS3=O)C1C (stereo not drawn)
52	4	COc1ccc(CCNC(=O)Cn2nc(C)n3nc(-c4ccccc4)cc3c2=O)cc1OC
53	2	CCCC(=O)Nc1nc(CC(=O)OCC)cs1
54	0	C[C@H]1CN([C@@H](C)CO)C(=O)CCCn2cc(nn2)CO[C@@H]1CN(C)Cc1ccc(-c2ccccc2)cc1
55	2	Cc1noc(C)c1NC(=O)N(C)C[C@@H]1OCCCC[C@@H](C)Oc2ccc(N(C)C)cc2C(=O)N([C@@H](C)CO)C[C@H]1C
56	7	COc1ccc(C)cc1N(C(=O)c1ccccc1)c1nc2ccccc2s1
57	6	COc1ccc(-c2cc(C(=O)Nc3c(C)nn(Cc4ccc(Cl)cc4)c3C)no2)cc1
58	29	Cc1cc(C)c(C(=O)CSc2nnc(N)s2)c(C)c1
59	-4	CC1CCC(NC(=O)CCN2C(=O)C3CC=CCC3C2=O)CC1 (stereo not drawn)
60	-16[25 µM]	CCC(=O)N1[C@H](C(=O)NCCCN(C)C)[C@@H](CO)[C@@H]2Cn3c(ccc(-c4ccccc4OC)c3=O)[C@@H]21

Reformatted as tab-separated lines: 5 of the compounds above
entry	Compound	CD40 NFkB inh
33	COc1ccc(OC)c(C(C)NC(C)=O)c1 (stereo not drawn)	-3
32	O=C(NC1CCCC1)c1cccc(S(=O)(=O)N2CCCC2)c1	2
3	C/C=C/c1ccc([C@H]2[C@H](CO)N(c3nc(CC)cs3)[C@H]2CNC(C)C)cc1	25[25 µM]
7	O=C(NCCS(=O)(=O)N1CCN(c2ccccc2)CC1)c1cccs1	11
51	CC1CCCC(NC(=O)c2ccc3c(c2)N(Cc2ccccc2)C(=O)CS3=O)C1C (stereo not drawn)	13

Looked up above.
compound 36 in CD40 NFkB inh reads 1
compound 50 in CD40 NFkB inh reads 7
compound 45 in CD40 NFkB inh reads 0
compound 55 in CD40 NFkB inh reads 2
compound 46 in CD40 NFkB inh reads -30
compound 53 in CD40 NFkB inh reads 2
compound 42 in CD40 NFkB inh reads 7

Next entries follow.
no.	CD40 NFkB inh	molecule
61	-5	CC(=O)Nc1ccc(NC(=O)C(C)OC(=O)C(C)SCC(=O)Nc2ccc(F)cc2)cc1 (stereo not drawn)
62	0	COCCNCCCOc1ccc(Br)cc1Cl
63	11	CC1(c2ccccc2Cl)NC(=O)N(CC(=O)N2CCN(S(=O)(=O)c3ccccc3)CC2)C1=O (stereo not drawn)
64	4[25 µM]	CN(C)CC#Cc1ccc([C@@H]2[C@H](C#N)N[C@@H]2CO)cc1
65	9	O=C1CN2NC(=S)N(c3ccccc3)C2=CN1c1ccc(Cl)cc1
66	4	O=C(c1cc(-c2cccs2)nc2ccccc12)N1CCN(CCO)CC1
67	6	COc1cc2c(cc1OC)C(c1cccc([N+](=O)[O-])c1)NC(=O)C2 (stereo not drawn)
68	-2	CCNC(=S)NNC(=O)c1ccc(S(=O)(=O)NCc2ccco2)cc1
69	6	NC(=O)Nc1ccc(F)cc1
70	-4	CCOC(=O)C1=C(C)NC(C)=C(C(=O)OCC)C1C(=O)OCC(=O)N(C)Cc1ccccc1
71	-1	O=C(c1ccc2oc(Cc3ccc(Cl)cc3)nc2c1)N1CC[C@H](O)C1
72	75*	CCN(CC)c1ccc(C(NC(=O)C(C)C)c2ccc3cccnc3c2O)cc1 (stereo not drawn)
73	-8[25 µM]	COc1cccc(S(=O)(=O)N2CC[C@H]3[C@@H](CO)N(C)c4ccc(-c5ccccc5OC)cc4[C@H]32)c1
74	0[25 µM]	O=C(C[C@@H]1C[C@H]2c3cc(NC(=O)C4CCC4)ccc3O[C@H]2[C@@H](CO)O1)NC1CCCC1
75	5	CS(=O)(=O)N1CCc2ccccc2C1
76	12	COc1cc(/C=C2\SC(=O)NC2=O)ccc1OCC(=O)N1CCOCC1
77	-15[25 µM]	CN(C)C(=O)c1ccc(-c2ccccc2[C@@H]2[C@@H](C#N)N(C(=O)C3CCC3)[C@@H]2CO)cc1
78	-92	CC(C)c1ccc(NC(=O)NC2CCCCC2)cc1
79	-26	CSc1ccccc1OCc1cc(C(=O)N2CCN(c3ncccn3)CC2)no1
80	20	O=C(Cc1ccccc1)Nc1cccc(S(=O)(=O)N2CCCCCC2)c1
81	-46	Cc1[nH]c2ccccc2c1/C=C/c1nc2ccccc2c(=O)n1CCO
82	2	COCCN(CC(=O)Nc1cccc(C)c1C)C(=O)c1oc2ccccc2c1C
83	2	COc1cccc(NC(=O)N2CC(=O)N3[C@@H](CO)[C@H](c4ccc(C#CC5CCCC5)cc4)[C@@H]3C2)c1
84	84*	Cc1ccc(OCCn2cnc3c(N)ncnc32)cc1
85	14	O=C(CN1C(=O)CCSc2ccccc21)Nc1ccc2c(c1)OCO2
86	-6	Cc1c(C(=O)NCCc2ccc3c(c2)OCCO3)oc2ccccc12
87	10	CCC(C)(C(=O)NC1CCCC1)N(C(=O)CC1NC(=O)NC1=O)c1ccc(C)cc1 (stereo not drawn)
88	-2	Cc1cc(Cl)ccc1OCc1nc(-c2ccc(O)cc2)n[nH]1
89	0	CCOC(=O)C1CCCN(C(=O)c2cc(-c3ccncc3)nc3ccccc23)C1 (stereo not drawn)
90	-11	COc1ccc2oc(N)nc2c1

Brought forward from above: three entries; new compounds follow.
no.	CD40 NFkB inh	molecule
88	-2	Cc1cc(Cl)ccc1OCc1nc(-c2ccc(O)cc2)n[nH]1
89	0	CCOC(=O)C1CCCN(C(=O)c2cc(-c3ccncc3)nc3ccccc23)C1 (stereo not drawn)
90	-11	COc1ccc2oc(N)nc2c1
91	8	CCCCn1cnc2c1c(=O)n(C)c(=O)n2C
92	17	Cc1nc([N+](=O)[O-])c(N2CCN(C)CC2)n1Cc1ccccc1
93	1	c1ccc2c(N3CCOCC3)c3c(nc2c1)CCC3
94	19[25 µM]	O=C(NCc1ccccc1F)[C@H]1[C@H](CO)[C@H]2Cn3c(cccc3=O)[C@H]2N1CC1CCCC1
95	6	CCCCNCCCOc1ccc(C)cc1Br
96	1	O=C(c1ccccc1)N1C[C@H]2[C@@H](c3ccccc31)[C@H](CO)N2C(=O)c1cccc(F)c1
97	-56	CCNC(=O)COC(=O)c1ccc(-c2nc3ccccc3s2)s1
98	0[25 µM]	CCN(C[C@@H]1[C@@H](c2ccc(-c3cccnc3)cc2)[C@@H](CO)N1C(C)=O)C(C)=O
99	0	Cc1cccc(C)c1NC(=O)CNC(=O)C1CCCN(C(=O)c2ccc(Cl)cc2)C1 (stereo not drawn)
100	-1	COc1ccc(C(=O)Nc2cccc(C(=O)N3CCCCC3)c2)cc1
101	-1	CC1(C)C2CCC1(C)C(OC(=O)c1ccccc1C(=O)O)C2 (stereo not drawn)
102	7	Cc1ccc(S(=O)(=O)N2CCCCC2)cc1NC(=O)c1cnccn1
103	3	O=C(COc1ccc(S(=O)(=O)N2CCOCC2)cc1)NCCc1ccc(Cl)cc1
104	35*	CN1CCc2c(C#N)c(N3CCCCC3)nc(NCc3ccccc3)c2C1
105	-8	Cc1cccc(S(=O)(=O)N(C)C[C@H]2OCc3ccccc3-c3ccccc3C(=O)N([C@@H](C)CO)C[C@H]2C)c1
106	-9	CN(C)C(=O)c1ccc(-c2ccc(C3[C@@H]4CN(C(=O)c5cnccn5)C[C@H]3N4)cc2)cc1 (stereo partly drawn)
107	-37	Cc1cccc(NC(=O)c2ccc(-c3ccccc3[N+](=O)[O-])o2)c1
108	5	C/C=C/c1ccc([C@@H]2[C@@H](CN(C)S(C)(=O)=O)N(C(C)=O)[C@H]2CO)cc1
109	-9	O=C(c1ccccc1)N1CCn2c1nc1ccccc12
110	-16	Cc1cc(Cl)c2oc(C(=O)N3CCN(c4cnccn4)CC3)c(C)c2c1
111	1[25 µM]	COc1ccc(CN2[C@@H]3CN(C(=O)NC(C)C)c4ccccc4[C@@H]3[C@@H]2CO)cc1
112	-30	Cc1ccc(C(=O)c2coc3c2C(=O)C(=O)c2ccccc2-3)cc1
113	3	Cc1ccc2cc(CN(C)S(C)(=O)=O)c(=O)[nH]c2c1
114	0[25 µM]	C[C@H]1CN([C@@H](C)CO)C(=O)c2cc(C3=CCCCC3)cnc2O[C@H]1CN(C)C(=O)Cc1ccccc1
115	-16	CCCC(=O)N(c1ccc(C(=O)O)cc1)c1nc(-c2ccccc2)c(C)s1
116	9	Cn1ccnc1SCC(=O)NC1(C#N)CCCCC1

An excerpt (hit frequency here may not be typical).
